# Screening data: PubChem BioAssay, several laboratories
# MEX-5 binding: C. elegans MEX-5 TCR-2 RNA binding activity; MEX-5/FITC-TCR2 RNA binding, fluorescence polarization; stronger effect = lower value; activity score (negative = inhibition of binding), % at 10 µM; 300,000 compounds, 0.38% hits;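 active means inhibition past about -25% in most replicates, and total fluorescence under double the plate's negative control median, limit read from the data; inconclusive means replicates evenly split on the limit, or fluorescence at least double controls; inactive means too little inhibition in most replicates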;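 further: 0% = DMSO and -100% = 5 µM competing unlabeled TCR2 RNA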
# Target sequence (Q9XUB2 whole entry, looked up): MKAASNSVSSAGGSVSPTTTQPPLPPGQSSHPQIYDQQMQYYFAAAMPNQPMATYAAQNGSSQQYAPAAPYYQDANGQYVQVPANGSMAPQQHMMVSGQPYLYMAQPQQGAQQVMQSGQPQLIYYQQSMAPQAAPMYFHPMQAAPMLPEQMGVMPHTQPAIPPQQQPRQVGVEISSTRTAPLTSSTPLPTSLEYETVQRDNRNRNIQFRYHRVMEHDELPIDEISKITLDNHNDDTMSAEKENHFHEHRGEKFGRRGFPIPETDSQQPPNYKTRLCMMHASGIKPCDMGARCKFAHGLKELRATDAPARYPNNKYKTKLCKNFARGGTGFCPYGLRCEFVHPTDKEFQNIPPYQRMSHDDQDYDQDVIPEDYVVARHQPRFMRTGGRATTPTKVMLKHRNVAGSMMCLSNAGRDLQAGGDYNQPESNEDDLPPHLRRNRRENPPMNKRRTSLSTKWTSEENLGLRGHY
# PME-1 inh: blocks human protein phosphatase methylesterase 1; recombinant PME-1, FP-Rh probe fluorescence polarization; 320,000 compounds, 0.53% hits; Q9Y570; inhibition, % at 5.9 µM;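 active means inhibition above the campaign mean of all compounds plus 3 SD, cut at about 26% in these data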;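 further: competitive labeling of PME-1 active site by serine hydrolase directed probe; 0% = PME-1 with DMSO and 100% = wells lacking PME-1 enzyme; inhibitors block probe labeling so polarization falls and inhibition rises; many of its hits are not listed in these tables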
# PAFAH1B2 inh: blocks human PAF acetylhydrolase 1b catalytic subunit 2 | P68402 | inhibition, % at 3.39 µM | 340,000 compounds, 1.2% hits | recombinant PAFAH1B2, FP-rhodamine activity probe, fluorescence polarization;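 active means inhibition above the mean of all tested compounds plus 3 SD, cut at about 24% in these data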;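 further: 0% = enzyme with DMSO and 100% = wells lacking PAFAH1B2; many of its hits are not listed in these tables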
# GLD-1 TGE inh: GLD-1-TGE RNA interaction inhibition (C. elegans); inhibition, % at 5.96 µM; purified GLD-1 + fluorescein TGE RNA, fluorescence polarization; Q17339; AID 2280; 320,000 compounds, 0.44% hits;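 active means percent inhibition above a per-plate cutoff, the plate mean of test compounds plus 3 SD, cut at about 30% in these data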;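 further: 0% = DMSO wells with GLD-1 and probe and 100% = wells lacking GLD-1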
# pPAFAH inh: inhibitors of human plasma PAF acetylhydrolase (pPAFAH) | inhibition, % at 3.39 µM | 330,000 compounds, 1.5% hits | Q13093 | recombinant pPAFAH, FP-rhodamine probe fluorescence polarization;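 active means inhibition above the mean inhibition across the screen plus 3 SD, cut at about 25% in these data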;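 further: inhibitors block binding of the rhodamine activity-based probe so polarization drops; 0% = enzyme with DMSO and 100% = wells lacking pPAFAH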
# Target sequence (Q13093 whole entry, looked up): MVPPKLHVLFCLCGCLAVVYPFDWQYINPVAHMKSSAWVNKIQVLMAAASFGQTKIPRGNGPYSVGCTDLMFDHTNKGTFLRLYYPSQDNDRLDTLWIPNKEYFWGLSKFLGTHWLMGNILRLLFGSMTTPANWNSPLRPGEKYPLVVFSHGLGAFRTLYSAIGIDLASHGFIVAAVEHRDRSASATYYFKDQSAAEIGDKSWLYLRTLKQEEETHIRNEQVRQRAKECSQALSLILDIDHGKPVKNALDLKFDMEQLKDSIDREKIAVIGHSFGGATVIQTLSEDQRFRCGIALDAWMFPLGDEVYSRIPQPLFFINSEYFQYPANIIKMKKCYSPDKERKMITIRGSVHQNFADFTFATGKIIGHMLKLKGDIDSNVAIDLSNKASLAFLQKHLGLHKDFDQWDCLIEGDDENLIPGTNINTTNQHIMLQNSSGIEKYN
# BCLXL inh: inhibitors of human Bcl-xL. 320,000 compounds, 0.7% hits. Q07817. GST-Bcl-xL / FITC-Bim BH3 peptide fluorescence polarization. inhibition, % at 10.9 µM;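 active means inhibition above the mean of all tested compounds plus 3 SD, cutoff set per campaign, cut at about 30% in these data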;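 further: 0% = DMSO wells and 100% = unlabeled Bim-BH3 peptide competitor; inhibitors lower millipolarization by displacing the labeled peptide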
# MCL1 BIM primary: MCL1-BIM-BH3 interaction inhibition (human) | Q07820 | GST-MCL1 / FITC-Bim-BH3 fluorescence polarization | inhibition, % at 10.9 µM | 320,000 compounds, 0.68% hits | AID 2057;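 active means inhibition above the mean inhibition of all tested compounds plus 3 SD, set per campaign, cut at about 40% in these data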;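 further: 0% = DMSO wells and 100% = unlabeled Bim-BH3 peptide control; higher means more loss of mP so more displacement of Bim peptide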
# Fam108B counter: blocks mouse Fam108B hydrolase in RBBP9 counter-screen; inhibition, % at 9.51 µM; 300,000 compounds, 0.33% hits; recombinant Fam108B, FP-Rh probe fluorescence polarization;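 active means inhibition above the screen mean inhibition plus 3 SD, computed separately per campaign, cut at about 18% in these data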;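 further: inhibitors lower polarization as less probe binds the enzyme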
# AHR activator: human AHR activation | P35869 | AHR-responsive luciferase reporter cells, luminescence | activation, % at 5 µM | 320,000 compounds, 2.5% hits | AID 2796; in the data active means activation above about 47%;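 further: 0% = vehicle wells and 100% = reference agonist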
# Numbers without * were called inactive; ? = inconclusive; . = no result given. These rows are one share of the data (hit frequency here may not be typical).
smiles,MEX-5 binding,PME-1 inh,PAFAH1B2 inh,GLD-1 TGE inh,pPAFAH inh,BCLXL inh,MCL1 BIM primary,Fam108B counter,AHR activator
N#Cc1c(Nc2cccc(F)c2)sc2c(O)cc(=O)[nH]c12,-1.6,7,.,-2,25*,-8,-11,12,4
O=C(C1CCCO1)N1CCN(C(c2ccccc2)c2ccccc2)CC1 (stereo not given),1.5,1,4,0,1,2,-2,-2,1
CN(C(=O)CSc1nnc(C(F)(F)F)n1N)C1CCS(=O)(=O)C1 (stereo not given),2.0,6,0,5,5,6,9,-2,0
CC(OC(=O)C(C)Oc1ccccc1)C(=O)Nc1ccc(S(=O)(=O)N2CCCCC2)cc1 (stereo not given),.,1,11,2,1,-12,-7,.,-1
O=C(CCl)Nc1ccccc1Sc1ccccc1,0.0,2,5,2,7,5,4,1,1
CCC(CC)NC(=O)COC(=O)CCC(=O)c1ccc(Cl)cc1,1.1,-7,10,-6,10,-4,-10,-6,7
O=C(CNC(=O)/C(=C\c1ccc(F)cc1)NC(=O)c1ccccc1)OCc1ccccc1,0.8,-3,-3,-3,-1,2,4,2,-1
COc1ccc(NS(=O)(=O)c2cccc(C(=O)NN=C(C)c3ccco3)c2)cc1,.,.,2,3,-22,.,.,.,1
CCOC(=O)N1CCN(C(=O)CN(c2ccc(Oc3ccccc3)cc2)S(C)(=O)=O)CC1,2.2,1,1,-4,0,2,1,-2,-1
O=C(CSc1nc2c(cnn2-c2ccccc2)c(=O)[nH]1)N1CCCCC1,-0.5,-5,0,3,8,8,8,2,3
COc1ccccc1NC(=O)CCCNC(=O)Cn1cnc2sc(C)c(C)c2c1=O,-2.0,2,3,3,-2,0,-6,2,0
O=C(COc1ccccc1F)NC12CC3CC(CC(C3)C1)C2,0.6,-6,7,3,-3,4,-4,-1,3
Nc1cc(N)nc(SCC(=O)NNC(=O)Cc2ccccc2)n1,-0.6,-2,3,2,-5,-2,0,-1,1
COc1ccc(-c2cc3nc(C)cc(N)n3n2)cc1,0.2,4,1,4,2,5,2,-1,-9
COc1ccccc1NC(=O)CCn1cccc1,1.5,1,0,-4,-1,-2,4,0,0
Cc1cc(C(=O)CSc2nc(N)cc(=O)[nH]2)c(C)n1Cc1ccco1,-2.5,-1,2,2,14,1,9,5,7
Cc1[nH]c2ccccc2c1C(=O)CN1CCSCC1,0.5,-6,-4,-2,1,2,1,-5,0
CC(C)(C)C(=O)N1CCN(c2ncccc2C(F)(F)F)CC1,3.1,-8,0,5,3,2,3,-2,-2
OC(CNCc1ccccc1)(c1ccccc1)c1ccccc1,-0.4,2,2,-6,0,4,10,-4,1
CC(C)CCn1c(=O)[nH]c2ccccc21,2.6,8,9,-6,9,5,6,-2,0
O=C(COc1ccc2ccccc2c1)Nc1ccc2c3c(cccc13)CC2,-3.3,-1,-3,-8,4,1,-3,3,8
O=C(NC12CC3CC(CC(C3)C1)C2)c1ccc(S(=O)(=O)N2CCOCC2)cc1,-0.2,1,9,-4,1,6,-3,3,3
CCOC(=O)COn1c(=O)c(=O)n(O)c2ccccc21,-6.6,1,5,1,8,15,16,9,27
COc1ccc(CCN(/C=C2\Sc3ccccc3C2=O)C(C)=O)cc1OC,.,0,.,-14,6,-6,-11,3,17
C=CCSc1nc(C)c(CCC(C)C)c(=O)[nH]1,1.5,0,8,2,6,-1,-6,0,4
CCOc1ccc(/C=N/N2C(C)CCCC2C)cc1OC (stereo not given),1.6,-5,1,-1,-2,4,-5,7,2
O=C1c2ccccc2-c2onc3ccc(Oc4ccccc4)c1c23,-15,-29,-1,37*,-12,63*,61*,3,15
CCn1cc(C(=O)O)c(=O)c2cnc(N3CCN(C(=S)NC(=O)c4ccccc4)CC3)nc21,0.3,-4,0,-3,-9,-30,-33,0,3
CN1CCCN(S(=O)(=O)c2ccc(O)c(C(=O)O)c2)CC1,-1.2,-3,2,-3,-2,5,2,-1,0
CCOC(=O)C1=C(C)NC(C)=C(C(=O)OCC)C1c1ccccn1,-1.4,2,5,12,2,7,12,-1,1

# Entries of single compounds, looked up by structure:
# `CC(C)(C)C(=O)N1CCN(c2ncccc2C(F)(F)F)CC1` is listed with MEX-5 binding = 3.1; PME-1 inh = -8; PAFAH1B2 inh = 0; GLD-1 TGE inh = 5; pPAFAH inh = 3; BCLXL inh = 2; MCL1 BIM primary = 3; Fam108B counter = -2; AHR activator = -2
# `CCOC(=O)COn1c(=O)c(=O)n(O)c2ccccc21` is listed with MEX-5 binding = -6.6; PME-1 inh = 1; PAFAH1B2 inh = 5; GLD-1 TGE inh = 1; pPAFAH inh = 8; BCLXL inh = 15; MCL1 BIM primary = 16; Fam108B counter = 9; AHR activator = 27

# Other results:
smiles,MEX-5 binding,PME-1 inh,PAFAH1B2 inh,GLD-1 TGE inh,pPAFAH inh,BCLXL inh,MCL1 BIM primary,Fam108B counter,AHR activator
Cc1ccc(-c2cc(C(=O)NCCc3ccc(S(N)(=O)=O)cc3)c3ccccc3n2)cc1,-0.6,-25,-2,11,-10,5,1,-11,10
CCOc1ccccc1OCC(=O)NCCc1ccc(S(N)(=O)=O)cc1,-0.7,-2,2,4,-1,-10,24,4,1
CN(C)c1ccc(/C=C/C(=O)c2cccc(Br)c2)cc1,?,-25,-7,-21,0,46*,14,-10,-4
COc1cc(C)ccc1OCc1cc(C(=O)N2CCN(C3CCCCC3)CC2)no1,2.5,-7,-5,-1,5,0,1,0,4
CC1(C)C(=O)OC(C(=O)c2ccccc2)C2(CCCCC2)C1=O (stereo not given),-1.6,-4,3,12,10,1,1,-7,-3
O=C(CCn1c2c(c3ccccc31)CCCC2)NNC(=O)c1ccc([N+](=O)[O-])cc1,-4.1,3,3,0,10,8,4,11,6
COc1ccccc1CN1C[C@@H]2C[C@@H](c3ccc4nsnc4c3)N3CCC[C@@]23C1=O,-3.0,-4,-4,7,4,3,-8,0,1
COc1ccc(CN(Cc2ccccn2)S(=O)(=O)c2ccc(-n3cnnn3)cc2)cc1,-3.2,8,4,-4,0,3,1,-1,0
CC1CCN(C(=S)c2cn(Cc3ccccc3F)c3ccccc23)CC1,0.8,5,7,1,5,5,13,-2,2
CCc1ccc(CN2CCC(CO)(CC3CCCCO3)CC2)o1 (stereo not given),2.4,-3,4,8,3,0,6,1,2
CN(C)/C=C/C(=O)c1ccc(Cl)cc1,-1.6,0,2,-2,2,-3,-10,1,1
Cc1ccc(S(=O)(=O)c2cc3ccccc3oc2=Nc2ccc3c(c2)OCO3)cc1,-2.4,3,-1,6,5,8,9,0,2

# Three compounds from above, arranged by heavy-atom count, largest number first.
smiles,MEX-5 binding,PME-1 inh,PAFAH1B2 inh,GLD-1 TGE inh,pPAFAH inh,BCLXL inh,MCL1 BIM primary,Fam108B counter,AHR activator
O=C1c2ccccc2-c2onc3ccc(Oc4ccccc4)c1c23,-15,-29,-1,37*,-12,63*,61*,3,15
Cc1[nH]c2ccccc2c1C(=O)CN1CCSCC1,0.5,-6,-4,-2,1,2,1,-5,0
O=C(CCl)Nc1ccccc1Sc1ccccc1,0.0,2,5,2,7,5,4,1,1

# (next part)
smiles,MEX-5 binding,PME-1 inh,PAFAH1B2 inh,GLD-1 TGE inh,pPAFAH inh,BCLXL inh,MCL1 BIM primary,Fam108B counter,AHR activator
CN1CCN(C(=O)C2=C[C@@H](c3csc4ccccc34)C[C@@H](OCCCCO)O2)CC1,-2.4,7,9,6,2,1,6,3,4
COc1cc(/C=C(\NC(=O)c2cc(OC)c(OC)c(OC)c2)C(=O)NC(C(=O)O)c2ccccc2)cc(OC)c1OC (stereo not given),0.4,-2,1,3,-3,7,9,2,0
O=C(Nc1cccnc1)c1c(F)c(F)c(F)c(F)c1F,0.1,-1,5,10,11,6,10,3,0
CC(=O)c1ccc(Oc2cc(C)nc(N3CCOCC3)n2)cc1,.,-1,1,4,6,1,-4,1,5
O=C(Nc1cc(F)ccc1F)C1CCCN1S(=O)(=O)c1cccc2nsnc12 (stereo not given),-1.5,1,0,2,1,-1,-5,0,1
COc1cc(C2C(C#N)=C(N)Oc3cc(N(C)C)ccc32)cc2c1OCO2 (stereo not given),-0.9,14,0,-79,5,-10,-32,2,4
O=C1/C(=C/c2ccc(Cl)cc2)SC(=S)N1CCC(=O)N1CCCCC1CCO (stereo not given),2.1,-3,0,-1,5,4,7,-1,-1
O=C(Cn1cnc2ccccc2c1=O)NCCC(=O)Nc1ccc(F)cc1,-0.1,-4,5,3,3,2,3,0,-2
CCC(C)(C)NC(=O)C(c1ccc(OC)cc1)N(C(=O)CCC(=O)Nc1cc(C)on1)c1ccc(OC)cc1OC (stereo not given),1.0,3,-1,4,7,3,1,2,-5
Cc1ccc(S(=O)(=O)N2CCC(C(=O)N3CCN(Cc4ccccc4)CC3)CC2)cc1,.,9,6,-2,3,-1,0,4,-1
NNC(=O)C1c2ccccc2Oc2ccccc21,-1.3,-5,-3,3,7,6,0,4,1
Cc1cc(C)nc(Nc2cc([N+](=O)[O-])ccc2C)n1,0.1,3,2,-2,-2,4,-3,0,31
Cc1ccc(NC(=S)N2CCC(NC(=O)c3ccc(F)cc3)CC2)cc1C,5.1,-4,-3,9,7,7,17,0,-2
COC(=O)c1ccccc1S(=O)(=O)Nc1ccc(OC)nc1,0.0,2,6,-2,-4,3,-1,-1,-1
Cc1ccc(NC(=O)C(=O)NCCCN2CCCC2=O)cc1,3.2,1,2,5,-8,-13,-19,-10,19
